APP transl inh = APP translation inhibition. SH-SY5Y APP 5'UTR-luciferase reporter, luminescence. inhibition, % at 2 µM. 0.82% of 190,000 active;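 active = inhibition above a set limit, derived from the sample mean plus 3 SD, cut at about 45% in these data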; note: values of inactives mirror those of a sister screen read the other way
APP 5'UTR act = activates APP 5'UTR luciferase reporter. 1% of 190,000 active. SH-SY5Y APP 5'UTR luciferase reporter, luminescence; zero percent = DMSO vehicle wells. activation, % at 2 µM;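 active = activation above a set limit, based on mean plus 3 SD of controls, cut at about 140% in these data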; note: values of inactives mirror those of a sister screen read the other way
Hsp70 act = transcriptional activators of Hsp70 | 0.04% of 200,000 active | activation, % at 10 µM | HeLa Hsp70 promoter luciferase reporter, luminescence; scaled: vehicle 0, proteasome-inhibitor control 100%;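 active = activation above the mean across all tested compounds plus 3 SD, cutoff set per campaign, cut at about 5.5% in these data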;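 note: 100% = MG132 at 30 µM as the positive control and 0% = DMSO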
FLuc act counter = firefly luciferase counter-screen for stimulation assays; ATPlite luciferase biochemical, luminescence, 10 min; 0 = ATP-free wells, 1 = DMSO control; activation factor at 10 µM; 200,000 tested, under 10 active; AID 1027;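 active = luciferase activation factor, scaled between plate controls, of at least 2 with compound at 10 µM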
Target sequence (P08659 whole entry, looked up): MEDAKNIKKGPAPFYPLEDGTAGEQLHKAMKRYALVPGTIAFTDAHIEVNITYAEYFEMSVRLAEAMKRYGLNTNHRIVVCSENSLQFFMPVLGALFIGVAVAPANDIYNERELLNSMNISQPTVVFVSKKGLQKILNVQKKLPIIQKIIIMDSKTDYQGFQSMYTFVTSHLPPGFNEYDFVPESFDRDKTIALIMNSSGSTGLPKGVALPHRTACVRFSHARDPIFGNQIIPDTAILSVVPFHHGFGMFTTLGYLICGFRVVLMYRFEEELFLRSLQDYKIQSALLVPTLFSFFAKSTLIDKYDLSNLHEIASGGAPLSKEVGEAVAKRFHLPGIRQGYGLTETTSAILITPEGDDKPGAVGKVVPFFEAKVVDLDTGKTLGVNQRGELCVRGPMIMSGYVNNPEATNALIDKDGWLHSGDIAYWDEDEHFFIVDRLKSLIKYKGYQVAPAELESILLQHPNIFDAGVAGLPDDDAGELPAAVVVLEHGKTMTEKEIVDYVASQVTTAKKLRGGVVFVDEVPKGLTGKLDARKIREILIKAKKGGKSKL
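Assay system: Luciferase/luciferin reagent mix; Medium: PBS as buffer for the ATP substrate; Dosing: test compounds dosed from 2 mM stocks in 100% DMSO; Times: 10 min, room temperature; Signal: luminescence from luciferase reaction; Read-out: luciferase activation; Controls: No-ATP low control, compound-free enzyme-plus-ATP high control.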
DTT redox prof = compounds producing H2O2 with reducing agent – biochemical, NIH compound library profiling, artefact control for MLSCN library redox annotation, primary screen; DTT-dependent redox cycling H2O2, phenol red/HRP absorbance; 100% = 100 µM peroxide control, 0% = buffer; activation, % at 10 µM; 0.03% of 200,000 active;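 active = activation of at least 50% relative to the plate's high and low controls in the primary single-dose screen; inactive = activation below 50%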;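 note: compound incubated with DTT at 0.8 mM final as the reducing agent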
Efa HMGR inh = blocks class II HMG-CoA reductase of Enterococcus faecalis; purified E. faecalis HMGR, NADPH absorbance 340 nm kinetic; inhibition, % at 10 µM; 0.41% of 190,000 active;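 active = inhibition above a set limit, the median over all tested compounds plus 3 SD, cut at about 9.5% in these data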;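 note: enzyme runs in reverse so mevalonate oxidation gives rising NADPH absorbance; 0% = complete reaction with DMSO and 100% = background rate lacking mevalonate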
G6PDH CS = L. mesenteroides G6PDH inhibition counter-screen; Purified L. mesenteroides G6PDH, diaphorase/resazurin coupled fluorescence, 45 min; inhibition, % at 5 µM; 0.12% of 200,000 active; AID 1020; in the data active = inhibition above about 50%
FLuc inh counter = Photinus pyralis luciferase inhibition counter-screen. ATPLite firefly luciferase biochemical luminescence, 10 min. inhibition, % at 10 µM. 1.5% of 200,000 active;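 active = inhibition above about 50% when tested at 10 µM, limit read from the data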
STAT1 activator = STAT1 signaling activation. NIH 3T3 STAT1-luciferase reporter, IFN-gamma, luminescence; 100% = IFN-gamma alone, no compound. activation (% of control), % at 5.5 µM. 2.6% of 200,000 active;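 active = activation above the screen-wide mean activation plus 3 SD, cut at about 130% in these data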;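 note: raw ratio to IFN-gamma control signal so 100% means no change and 0% no light; values of inactives mirror those of a sister screen read the other way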
NF-kB expr up = compounds increasing NF-kB expression in human neuronal cells; NF-kB reporter expression; active compounds read high; fold change at 12.5 µM; 1.6% of 190,000 active; in the data active = fold change above about 3.3
* hit, by the source's call.

O=C(Nc1ccccc1)N(CCCN1CCOCC1)Cc1cccs1 was read as APP transl inh -1.6, APP 5'UTR act 1.6, Hsp70 act -0.2, FLuc act counter 1.1, DTT redox prof -2.1, Efa HMGR inh 4.3, G6PDH CS 4.9, FLuc inh counter -7.1, STAT1 activator 103.6 and NF-kB expr up 1.11.
COc1ccc(N2CCN(C(=O)CSc3nnc4c(C)cc5c(C)cc(C)cc5n34)CC2)cc1 was read as APP transl inh 9.0, APP 5'UTR act -9.0, Hsp70 act -0.4, FLuc act counter 1, DTT redox prof -1.1, Efa HMGR inh 0.9, G6PDH CS -47.3, FLuc inh counter -2.5, STAT1 activator 104.7 and NF-kB expr up 0.49.
`CCCCc1nnc(NC(=O)COC)s1` gave APP transl inh -2.6, APP 5'UTR act 2.6, Hsp70 act -0.1, FLuc act counter 1, DTT redox prof 0.2, Efa HMGR inh -3.3, G6PDH CS -2.9, FLuc inh counter -0.6, STAT1 activator 100.3 and NF-kB expr up 1.73.
CCCCCCCCNC(=O)c1cccnc1SCC(=O)Nc1ccccc1OC was read as APP transl inh 7.5, APP 5'UTR act -7.5, Hsp70 act -0.2, FLuc act counter 1, DTT redox prof -0.1, Efa HMGR inh -6.8, G6PDH CS -7.2, FLuc inh counter 3.8, STAT1 activator 94.5 and NF-kB expr up 1.06.
`CC(NC(=O)c1cc(F)c(F)cc1Cl)c1ccncc1` (centres undefined) gave APP transl inh -22.5, APP 5'UTR act 22.5, Hsp70 act -0.2, FLuc act counter 1, DTT redox prof -0.2, Efa HMGR inh -3.1, G6PDH CS 11.1, FLuc inh counter -3.8, STAT1 activator 97.7 and NF-kB expr up 1.09.
Screening CN(CC(=O)NCCc1ccccc1)S(=O)(=O)c1ccc(Br)cc1 returned APP transl inh -7.2, APP 5'UTR act 7.2, Hsp70 act -0.3, FLuc act counter 1.1, DTT redox prof 0.1, Efa HMGR inh -7.9, G6PDH CS -1.8, FLuc inh counter -8.0, STAT1 activator 104.5 and NF-kB expr up 1.15.
CCOC(=O)N1CCN(CC(=O)c2c[nH]c3ccc(F)cc23)CC1 was read as APP transl inh -6.4, APP 5'UTR act 6.4, Hsp70 act 0.2, FLuc act counter 1.1, DTT redox prof 0.1, Efa HMGR inh 1.3, G6PDH CS 10.5, FLuc inh counter -5.3, STAT1 activator 96.8 and NF-kB expr up 0.98.
`O=C(Cc1cccs1)N1CCCC(c2nc3c(nnn3Cc3ccc(F)cc3)c(=O)[nH]2)C1` (centres undefined) gave APP transl inh -0.7, APP 5'UTR act 0.7, Hsp70 act -0.3, FLuc act counter 1.1, DTT redox prof 0.0, Efa HMGR inh -5.7, G6PDH CS 9.6, FLuc inh counter -7.4, STAT1 activator 103.2 and NF-kB expr up 1.15.
Cc1cc(-c2n[nH]c(=S)n2/N=C/c2ccc(C)s2)n[nH]1 was read as APP transl inh -7.0, APP 5'UTR act 7.0, Hsp70 act -0.2, FLuc act counter 1, DTT redox prof -0.3, Efa HMGR inh -4.4, G6PDH CS -2.1, FLuc inh counter 2.7, STAT1 activator 101.2 and NF-kB expr up 0.97.
Screening CC(C(=O)OCC(=O)Nc1cccc(S(=O)(=O)N(C)C)c1)N1C(=O)c2ccccc2C1=O (centres undefined) returned APP transl inh -1.3, APP 5'UTR act 1.3, Hsp70 act 4.4, FLuc act counter 1, DTT redox prof -1.6, Efa HMGR inh -1.3, G6PDH CS 3.7, FLuc inh counter -2.0, STAT1 activator 100.9 and NF-kB expr up 1.15.

Part of the list above in order of heavy-atom count, rising:
Cc1cc(-c2n[nH]c(=S)n2/N=C/c2ccc(C)s2)n[nH]1 was read as APP transl inh -7.0, APP 5'UTR act 7.0, Hsp70 act -0.2, FLuc act counter 1, DTT redox prof -0.3, Efa HMGR inh -4.4, G6PDH CS -2.1, FLuc inh counter 2.7, STAT1 activator 101.2 and NF-kB expr up 0.97.
Screening CN(CC(=O)NCCc1ccccc1)S(=O)(=O)c1ccc(Br)cc1 returned APP transl inh -7.2, APP 5'UTR act 7.2, Hsp70 act -0.3, FLuc act counter 1.1, DTT redox prof 0.1, Efa HMGR inh -7.9, G6PDH CS -1.8, FLuc inh counter -8.0, STAT1 activator 104.5 and NF-kB expr up 1.15.
Screening CC(C(=O)OCC(=O)Nc1cccc(S(=O)(=O)N(C)C)c1)N1C(=O)c2ccccc2C1=O (centres undefined) returned APP transl inh -1.3, APP 5'UTR act 1.3, Hsp70 act 4.4, FLuc act counter 1, DTT redox prof -1.6, Efa HMGR inh -1.3, G6PDH CS 3.7, FLuc inh counter -2.0, STAT1 activator 100.9 and NF-kB expr up 1.15.

The listing continues.
CNC(=O)/C(=N\O)c1ccccc1 was read as APP transl inh -3.5, APP 5'UTR act 3.5, Hsp70 act -0.2, FLuc act counter 1, DTT redox prof -2.8, Efa HMGR inh 4.6, G6PDH CS 6.9, FLuc inh counter -4.8, STAT1 activator 96.0 and NF-kB expr up 1.
O=C(Nc1cccc(F)c1)c1ccccc1-c1ccccc1 was read as APP transl inh -8.2, APP 5'UTR act 8.2, Hsp70 act -0.5, FLuc act counter 1, DTT redox prof 0.3, Efa HMGR inh -0.9, G6PDH CS -9.8, FLuc inh counter -2.5, STAT1 activator 106.0 and NF-kB expr up 0.96.
Cc1cccc(NC(=S)NNC(=O)c2nn(C)cc2Cl)c1 was read as APP transl inh -18.6, APP 5'UTR act 18.6, Hsp70 act -0.3, FLuc act counter 0.8, DTT redox prof -4.1, Efa HMGR inh -1.1, G6PDH CS 7.9, FLuc inh counter 19.1, STAT1 activator 102.0 and NF-kB expr up 1.27.
Screening CN(C)/C=C/C(=O)c1ccc(-c2ccc(Cl)cc2Cl)o1 returned APP transl inh -47.4, APP 5'UTR act 47.4, Hsp70 act 0.0, FLuc act counter 0.9, DTT redox prof -0.9, Efa HMGR inh -6.9, G6PDH CS -4.7, FLuc inh counter 8.8, STAT1 activator 125.2 and NF-kB expr up 2.38.
For O=C1OCC(c2ccccc2)=C1c1ccc(S(=O)(=O)N2CCOCC2)s1 the results were APP transl inh 15.3, APP 5'UTR act -15.3, Hsp70 act -0.2, FLuc act counter 1.1, DTT redox prof -0.6, Efa HMGR inh -6.9, G6PDH CS -2.3, FLuc inh counter -5.4, STAT1 activator 97.1 and NF-kB expr up 1.16.
Screening CC(=O)c1sc(NC(=O)C=C(C)C)nc1C returned APP transl inh -12.8, APP 5'UTR act 12.8, Hsp70 act 0.1, FLuc act counter 0.9, DTT redox prof 2.8, Efa HMGR inh -0.4, G6PDH CS 17.0, FLuc inh counter 6.9, STAT1 activator 105.4 and NF-kB expr up 1.9.
Screening COCCCNC(=O)c1ccc(N2CCCC2)c(NS(=O)(=O)c2ccc(C)cc2)c1 returned APP transl inh -11.7, APP 5'UTR act 11.7, Hsp70 act -0.3, FLuc act counter 1, DTT redox prof -2.6, Efa HMGR inh -0.6, G6PDH CS 5.1, FLuc inh counter -1.2, STAT1 activator 92.6 and NF-kB expr up 1.21.
`COc1ccccc1S(=O)Cc1ccc(C(=O)NCCc2ccc(Cl)cc2)o1` (centres undefined) gave Hsp70 act 0.0, FLuc act counter 1.1, DTT redox prof -0.7, Efa HMGR inh 3.1, G6PDH CS 0.3, FLuc inh counter -6.0, STAT1 activator 94.4 and NF-kB expr up 0.86.
`CCOC(=O)N1CCN(C(=O)/C=C/c2c(C)nn(-c3ccc(F)cc3)c2Cl)CC1` gave APP transl inh -9.2, APP 5'UTR act 9.2, Hsp70 act -0.4, FLuc act counter 1.1, DTT redox prof -0.2, Efa HMGR inh 0.0, G6PDH CS 0.4, FLuc inh counter -7.9, STAT1 activator 41.5 and NF-kB expr up 0.94.
For Cc1ccccc1C(=O)OC1OC(=O)C(Cl)=C1Nc1ccc(C(=O)O)cc1 (centres undefined) the results were APP transl inh 25.2, APP 5'UTR act -25.2, Hsp70 act -0.2, FLuc act counter 1, DTT redox prof 0.0, Efa HMGR inh -4.6, G6PDH CS -0.8, FLuc inh counter -0.3, STAT1 activator 100.9 and NF-kB expr up 0.99.
Screening COC(=O)c1sc2nc(CN3CCOCC3)nc(N3CCOCC3)c2c1C returned APP transl inh 15.7, APP 5'UTR act -15.7, Hsp70 act -0.3, FLuc act counter 1, DTT redox prof -3.3, Efa HMGR inh -0.3, G6PDH CS 1.4, FLuc inh counter -3.0, STAT1 activator 93.6 and NF-kB expr up 0.82.
For Cc1ccccc1NC(=O)C(=Cc1ccc(C(=O)O)cc1)C(=O)Nc1ccccc1C the results were APP transl inh 9.5, APP 5'UTR act -9.5, Hsp70 act 0.2, FLuc act counter 1, DTT redox prof -0.4, Efa HMGR inh 2.0, G6PDH CS 3.9, FLuc inh counter 4.4, STAT1 activator 62.1 and NF-kB expr up 0.69.
Screening CCOC(=O)CCP(=O)(O)C(O)(c1ccccc1)c1ccccc1 returned APP transl inh 14.0, APP 5'UTR act -14.0, Hsp70 act -0.1, FLuc act counter 1, DTT redox prof 0.0, Efa HMGR inh -3.7, G6PDH CS 5.2, FLuc inh counter -3.6, STAT1 activator 102.4 and NF-kB expr up 1.15.
`CCOC(=O)c1cncc(C(=O)O)c1` gave APP transl inh -7.1, APP 5'UTR act 7.1, Hsp70 act 0.0, FLuc act counter 1.1, DTT redox prof 3.3, Efa HMGR inh -2.6, G6PDH CS 2.3, FLuc inh counter -11.2, STAT1 activator 101.7 and NF-kB expr up 1.61.
`CC(C)(C)c1ccc(-c2nnc(SCC(=O)O)n2N)cc1` gave APP transl inh 16.4, APP 5'UTR act -16.4, Hsp70 act -0.3, FLuc act counter 0.8, DTT redox prof 0.1, Efa HMGR inh -4.0, G6PDH CS 2.8, FLuc inh counter 20.9, STAT1 activator 97.9 and NF-kB expr up 0.91.
`COC(=O)[C@H](C)NC(=O)Nc1ccc(OC)c(OC)c1` gave Hsp70 act -0.2, FLuc act counter 1, DTT redox prof 4.6, Efa HMGR inh -5.7, G6PDH CS -4.1, FLuc inh counter -4.3, STAT1 activator 105.0 and NF-kB expr up 1.01.
CC1CN(C(=O)/C=C/c2cccc([N+](=O)[O-])c2)CC(C)O1 (centres undefined) was read as APP transl inh -2.3, APP 5'UTR act 2.3, Hsp70 act 0.0, DTT redox prof 2.5 and STAT1 activator 99.1.
`Nc1nc(SCC(=O)Nc2ncc(C(F)(F)F)cc2Cl)n[nH]1` gave APP transl inh -3.0, APP 5'UTR act 3.0, Hsp70 act -0.1, FLuc act counter 1, DTT redox prof 0.0, Efa HMGR inh -0.6, G6PDH CS 25.6, FLuc inh counter 4.4, STAT1 activator 98.4 and NF-kB expr up 0.93.
For COCCNC(=O)C(=O)NCCN1CCOCC1 the results were APP transl inh -12.3, APP 5'UTR act 12.3, Hsp70 act 0.0, FLuc act counter 1.1, DTT redox prof 0.2, Efa HMGR inh -13.4, G6PDH CS 7.7, FLuc inh counter -6.6, STAT1 activator 103.3 and NF-kB expr up 1.22.
Screening CCCCOc1cc(=O)[nH]c(=O)[nH]1 returned APP transl inh -4.9, APP 5'UTR act 4.9, Hsp70 act 0.2, FLuc act counter 1.1, DTT redox prof -2.1, Efa HMGR inh -2.9, G6PDH CS -16.3, FLuc inh counter -5.6, STAT1 activator 103.0 and NF-kB expr up 1.12.
`CCc1nc(SCc2ccccn2)[nH]c(=O)c1C` gave APP transl inh 4.0, APP 5'UTR act -4.0, Hsp70 act -0.4, FLuc act counter 1, DTT redox prof -0.2, Efa HMGR inh 5.5, G6PDH CS 3.2, FLuc inh counter 1.5, STAT1 activator 99.2 and NF-kB expr up 0.96.

High-throughput results: PubChem, several laboratories
